AP ELISA ortho: alternative complement pathway inhibitors, primary screen, biochemical, ELISA, human serum, orthogonally pooled compounds; LPS-coated ELISA, C3 deposition; tested in compound mixtures; actives 0.08% (n = 62,000); inhibition, % at 5 µM;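 active = inhibition above 30% in each of the two pooled mixtures holding the compound, so the lower value exceeds 30%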;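 note: 0% = serum in Mg-EGTA without compound and 100% = EDTA serum blank; some compounds past the cut are filed as inactive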
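Test system: human serum complement alternative pathway, C3 deposition onto LPS / Medium: Mg2+-EGTA GVB++ buffer containing human serum at 1:15 dilution / Probe or stimulus: Plate-bound LPS / Times: 1 h at 37 °C / Signal: ELISA with HRP anti-human C3 antibody, TMB substrate, absorbance 450 nm / Measure: percent inhibition / Repeats: two pool placements per compound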
Hsp90 block: tumor Hsp90 inhibitors, primary screen, cell lysate, fluorescence polarization, NCI-N417 lysate; Cy3B-geldanamycin FP displacement; actives 0.35% (n = 64,000); AID 429, 2006; inhibition, % at 30 µM;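 active = inhibition above 50%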;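 note: 0% = tracer plus lysate wells and 100% = tracer alone without lysate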
Cdc25B inh: inhibitors of Cdc25B phosphatase catalytic domain, primary screen, biochemical, OMFP fluorescence | M-phase inducer phosphatase 2 (Homo sapiens), P30305 | recombinant Cdc25B, OMFP fluorescence Ex485/Em525 | inhibition, %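 (compounds tested at 10 µM final in the well)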 | actives 0.1% (n = 65,000); in the data active = inhibition above about 50%
FXIIa mix inh: human factor XIIa inhibitors, primary screen, biochemical, pooled compound mixtures, fluorogenic substrate. Coagulation factor XII (Homo sapiens), P00748. purified FXIIa. inhibition, % at 5 µM. actives 0.2% (n = 62,000). AID 684, 2007;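 note: 0% = enzyme without compound and 100% = no enzyme blank; some results filed as inactive read as strong as hits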
DUSP1 inh: MKP-1 phosphatase inhibitors, primary screen, biochemical, in vitro; Dual specificity protein phosphatase 1 (Homo sapiens), P28562; recombinant MKP-1, OMFP hydrolysis fluorescence; inhibition, %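 (compounds tested at a single concentration somewhere between 10 and 100 µM)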; actives 0.15% (n = 65,000);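 active = inhibition above about 50%, limit read from the data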;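 note: 0% = DMSO max control wells and 100% = wells with enzyme stopped by NaOH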
Target sequence (P28562 whole entry, looked up): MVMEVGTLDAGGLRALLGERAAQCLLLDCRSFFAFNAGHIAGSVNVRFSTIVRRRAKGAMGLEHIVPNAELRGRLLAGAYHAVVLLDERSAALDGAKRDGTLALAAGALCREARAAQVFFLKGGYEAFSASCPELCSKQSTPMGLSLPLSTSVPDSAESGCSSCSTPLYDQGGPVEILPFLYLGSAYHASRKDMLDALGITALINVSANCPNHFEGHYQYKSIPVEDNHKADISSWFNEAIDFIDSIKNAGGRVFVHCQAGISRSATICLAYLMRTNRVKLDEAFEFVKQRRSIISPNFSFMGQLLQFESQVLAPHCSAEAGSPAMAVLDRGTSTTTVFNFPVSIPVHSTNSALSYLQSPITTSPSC
MMP-13 inhibitor: human MMP13 inhibitors, primary screen, biochemical, FRET peptide cleavage; Collagenase 3 (Homo sapiens), P45452; MMP-13 fTHP FRET cleavage, Mca fluorescence; inhibition, % at 4 µM; actives 0.07% (n = 65,000); AID 570, 2006;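 active = inhibition above the mean of compound-free control plate wells plus 3 SD, cut at about 14% in these data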;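 note: 0% = DMSO wells and 100% = wells with reference MMP-13 inhibitor after basal subtraction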
FXIa inh mix: FXIa protease inhibitors in compound pools, primary screen, biochemical, 10-compound mixtures; purified FXIa, fluorogenic substrate, pooled mixtures; AID 680, 2007; Coagulation factor XI (Homo sapiens), P03951; inhibition, % at 5 µM; actives 0.19% (n = 62,000);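 note: each value is inhibition by a whole ten-compound pool holding the compound; 0% = enzyme with no mixture and 100% = wells lacking enzyme; strong numbers were not always called active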
Abs 340nm: compound light absorbance at 340 nm, profiling panel, artefact control, biochemical, MLSMR library, data from PS, PMK, MK assays. compound absorbance at 340 nm, fold over control. fold change at 10 µM. 65,000 tested, under 10 active;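 active = at 10 µM dose, initial 340 nm absorbance at least 2 fold that of control wells; inactive = change under 2 fold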;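 note: initial absorbance extrapolated from kinetic A340 decline of NADH oxidation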
* = called active by the depositor; x = not tested or not shown. Cut-off read from the data, not from the text of the source, unless noted: active = inhibition above about 20% (passing the limit was not always enough); inactive = the rest. Some of the compounds tested, so the mix of outcomes need not match the whole.

| structure | AP ELISA ortho | Hsp90 block | Cdc25B inh | FXIIa mix inh | DUSP1 inh | MMP-13 inhibitor | FXIa inh mix | Abs 340nm |
| --- | --- | --- | --- | --- | --- | --- | --- | --- |
| O=C1c2ccccc2-c2n[nH]c3cccc1c23 | x | 21.0 | x | x | x | x | x | x |
| CC(=O)O[C@H]1C(=O)[C@@]2(C)C([C@H](OC(=O)c3ccccc3)[C@]3(O)C[C@H](OC(=O)[C@H](O)[C@@H](NC(=O)c4ccccc4)c4ccccc4)C(C)=C1C3(C)C)[C@]1(OC(C)=O)CO[C@@H]1C[C@@H]2O (stereo partly specified) | x | 1.5 | x | x | x | x | x | x |
| O=C(O)CC1CCCc2ccccc2C1O (stereo unspecified) | x | -5.1 | x | x | x | x | x | x |
| Nc1nc2c(nc(Br)n2C2OC3COP(=O)(O)O[C@@H]3C2O)c(=O)[nH]1 (stereo partly specified) | x | -1.3 | x | x | x | x | x | x |
| CC(N)=NCCCC[C@@H](N)C(=O)O | x | 1.6 | x | x | x | x | x | x |
| Nc1ccn([C@H]2CC[C@@H](CO)O2)c(=O)n1 | x | 2.9 | x | x | x | x | x | x |
| NCCCC(N)(C(=O)O)C(F)F (stereo unspecified) | x | 1.8 | x | x | x | x | x | x |
| CN(C)CCN(Cc1cccs1)c1ccccn1 | x | 1.0 | x | x | x | x | x | x |
| Oc1ccccc1O | x | 51.8* | x | x | x | x | x | x |
| CCCCCn1c(=O)[nH]c2c(c1=O)CCC2 | x | x | x | x | x | x | x | 1 |
| Cn1c(CN2CCC(C(N)=O)CC2)c(C#N)c2ccccc21 | x | x | x | x | x | 0.4 | x | 1.04 |
| CCCCCn1c(CNC(=O)c2cccs2)nc2ccccc21 | x | x | x | x | x | -2.1 | x | 0.97 |
| CSc1oc(-c2ccc(F)cc2)nc1S(=O)(=O)c1ccccc1 | x | x | x | x | x | -0.6 | x | 1.04 |
| CC(C)Sc1oc(-c2ccco2)nc1S(=O)(=O)c1ccccc1 | x | x | x | x | x | 2.5 | x | 1.03 |
| O=C(CS(=O)(=O)c1cn(Cc2ccccc2Cl)c2ccccc12)N1CCOCC1 | x | x | x | x | x | 0.9 | x | 0.99 |
| CCOC(=O)c1c2n(c3ccc(O)cc13)CCC2 | x | x | x | x | x | 0.8 | x | 1.04 |
| O=C1CC(C(=O)Nc2nccs2)C(c2ccccc2)O1 (stereo unspecified) | x | x | x | x | x | 6.7 | x | 1.01 |
| COc1cccc(-n2c(SCC(=O)N3CCOCC3)nc3c([nH]c4ccccc43)c2=O)c1 | x | x | x | x | x | 4.2 | x | 1.12 |
| CCOc1ccc(-n2c(SCC(=O)NCc3ccco3)nc3c([nH]c4ccccc43)c2=O)cc1 | x | x | x | x | x | 3.4 | x | 1.07 |
| Cc1cc(NC(=O)NC2(C(F)(F)F)Oc3ccc(Cl)cc3O2)no1 (stereo unspecified) | x | x | x | x | x | 5.4 | x | 1.04 |
| O=c1cnn([C@@H]2O[C@H](CO)[C@@H](O)[C@H]2O)c(=O)[nH]1 | x | x | -4.1 | x | 9.7 | x | x | 1.02 |
| c1ccc(SSc2ccccc2)cc1 | x | x | -1.3 | x | 17.1 | x | x | 1.02 |
| C#C[C@]1(O)CC[C@H]2[C@@H]3CCc4cc(O)ccc4[C@H]3CC[C@@]21C | x | x | -5.0 | x | 13.8 | x | x | 1.03 |
| O=C1CN(/N=C/c2ccc([N+](=O)[O-])o2)C(=O)N1 | x | x | 0.0 | x | 15.1 | x | x | 1.01 |
| O=C(CSC1=NCCS1)N1CCN(c2ccccc2)CC1 | x | -6.4 | x | x | x | -2.3 | x | 1.01 |
| CCOC(=O)CCC(=O)N1CCNC(=O)C1 | -0.2 | x | x | 8.8 | x | x | -0.6 | x |

Full records from above. Order of screens: AP ELISA ortho | Hsp90 block | Cdc25B inh | FXIIa mix inh | DUSP1 inh | MMP-13 inhibitor | FXIa inh mix | Abs 340nm
CCOC(=O)CCC(=O)N1CCNC(=O)C1 in the list: -0.2 | x | x | 8.8 | x | x | -0.6 | x
Cn1c(CN2CCC(C(N)=O)CC2)c(C#N)c2ccccc21 in the list: x | x | x | x | x | 0.4 | x | 1.04
CCOc1ccc(-n2c(SCC(=O)NCc3ccco3)nc3c([nH]c4ccccc43)c2=O)cc1 in the list: x | x | x | x | x | 3.4 | x | 1.07

Of the compounds above, 4 have two or more sulfur atoms.
| structure | AP ELISA ortho | Hsp90 block | Cdc25B inh | FXIIa mix inh | DUSP1 inh | MMP-13 inhibitor | FXIa inh mix | Abs 340nm |
| --- | --- | --- | --- | --- | --- | --- | --- | --- |
| CSc1oc(-c2ccc(F)cc2)nc1S(=O)(=O)c1ccccc1 | x | x | x | x | x | -0.6 | x | 1.04 |
| CC(C)Sc1oc(-c2ccco2)nc1S(=O)(=O)c1ccccc1 | x | x | x | x | x | 2.5 | x | 1.03 |
| c1ccc(SSc2ccccc2)cc1 | x | x | -1.3 | x | 17.1 | x | x | 1.02 |
| O=C(CSC1=NCCS1)N1CCN(c2ccccc2)CC1 | x | -6.4 | x | x | x | -2.3 | x | 1.01 |

Taken from the results shown (6 entries):
| structure | AP ELISA ortho | Hsp90 block | Cdc25B inh | FXIIa mix inh | DUSP1 inh | MMP-13 inhibitor | FXIa inh mix | Abs 340nm |
| --- | --- | --- | --- | --- | --- | --- | --- | --- |
| O=C1c2ccccc2-c2n[nH]c3cccc1c23 | x | 21.0 | x | x | x | x | x | x |
| CC(=O)O[C@H]1C(=O)[C@@]2(C)C([C@H](OC(=O)c3ccccc3)[C@]3(O)C[C@H](OC(=O)[C@H](O)[C@@H](NC(=O)c4ccccc4)c4ccccc4)C(C)=C1C3(C)C)[C@]1(OC(C)=O)CO[C@@H]1C[C@@H]2O (stereo partly specified) | x | 1.5 | x | x | x | x | x | x |
| O=C(O)CC1CCCc2ccccc2C1O (stereo unspecified) | x | -5.1 | x | x | x | x | x | x |
| Nc1nc2c(nc(Br)n2C2OC3COP(=O)(O)O[C@@H]3C2O)c(=O)[nH]1 (stereo partly specified) | x | -1.3 | x | x | x | x | x | x |
| CC(N)=NCCCC[C@@H](N)C(=O)O | x | 1.6 | x | x | x | x | x | x |
| Nc1ccn([C@H]2CC[C@@H](CO)O2)c(=O)n1 | x | 2.9 | x | x | x | x | x | x |

Source: PubChem BioAssay (several laboratories)
